# PKA-R2B activ – activators of human PKA-R2B complex; activation, % at 11.4 µM; AID 504700; P22694+P31323; 340,000 compounds, 0.079% hits; PKA-R2B holoenzyme dissociation, Cy5-IP20 fluorescence polarization; R2B truncated from residue 108, S112A mutant; 0% DMSO only, 100% 113 µM cGMP;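 active = activation above a cutoff set at the mean over all compounds plus 3 SD, cut at about 18% in these data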;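 note: higher means more holoenzyme dissociation and a rise in polarization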
# Target sequence (P31323 whole entry, looked up, other chains not shown, the tested form may be a part): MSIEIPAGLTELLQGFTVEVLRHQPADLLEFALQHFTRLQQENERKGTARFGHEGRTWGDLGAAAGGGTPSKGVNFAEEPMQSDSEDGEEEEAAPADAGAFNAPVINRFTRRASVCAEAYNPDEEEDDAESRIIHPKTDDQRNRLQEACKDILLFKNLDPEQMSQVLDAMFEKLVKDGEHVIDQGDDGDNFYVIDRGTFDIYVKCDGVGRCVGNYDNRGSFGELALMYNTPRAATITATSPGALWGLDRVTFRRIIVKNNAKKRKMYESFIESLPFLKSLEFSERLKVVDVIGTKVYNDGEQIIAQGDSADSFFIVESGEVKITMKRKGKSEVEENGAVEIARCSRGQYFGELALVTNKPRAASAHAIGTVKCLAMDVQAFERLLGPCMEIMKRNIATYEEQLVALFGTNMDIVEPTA
# HTR5A inv ag – HTR5A inverse agonism, opioid heterodimer counter-screen | P47898 | HTR5A cell line, luminescence | inhibition, % at 9.3 µM | 340,000 compounds, 0.083% hits; in the data active = inhibition mostly above about 23%, no sharp cut-off; inactive = mostly below about 18%;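 note: 0% = cells with DMSO and 100% = no-cell wells with DMSO; some compounds called inactive have numbers as strong as hits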
# Target sequence (P47898 whole entry, looked up): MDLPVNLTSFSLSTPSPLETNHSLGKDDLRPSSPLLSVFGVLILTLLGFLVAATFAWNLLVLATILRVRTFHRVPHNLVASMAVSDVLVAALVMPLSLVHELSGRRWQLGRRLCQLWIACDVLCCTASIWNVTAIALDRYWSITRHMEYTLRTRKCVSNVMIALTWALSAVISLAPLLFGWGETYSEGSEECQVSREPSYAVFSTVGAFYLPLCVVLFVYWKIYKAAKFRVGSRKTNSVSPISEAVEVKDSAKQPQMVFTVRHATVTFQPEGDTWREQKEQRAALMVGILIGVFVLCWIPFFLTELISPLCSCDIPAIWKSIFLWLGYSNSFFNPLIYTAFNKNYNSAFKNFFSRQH
# MOR-DOR ag – agonists of human mu-delta opioid receptor heterodimerization; cells, OPRM1-OPRD1 heterodimerization, luminescence; activation, % at 9.3 µM; 340,000 compounds, 0.3% hits; in the data active = activation above about 18%;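 note: 0% = vehicle-treated cells and 100% = reference agonist; values of inactives mirror those of a sister screen read the other way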
# SUMO Mot1 rescue – blocks SUMOylation pathway, rescuing yeast Mot1-301 growth; 320,000 compounds, 1% hits; growth rescue, % at 18.8 µM; S. cerevisiae Mot1-301 growth rescue, ATP luminescence, 38.5C; percent above DMSO median, 100 means doubled;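 active = every valid replicate shows activation above 250% relative to neutral control wells; inactive = the rest, any valid replicate at or below 250%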;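 note: OY570 slx delta 5 strain wells were the positive control but not used for scaling; some compounds called inactive have numbers as strong as hits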
# Tat transport – blocks Tat-dependent protein export in E. coli. AID 488895. 340,000 compounds, 0.036% hits. E. coli MC4100 TorA-mCherry Tat export, fluorescence. inhibition, % at 10 µM;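 active = mean replicate inhibition at least 50% and at least half of replicates individually reaching 50%; inconclusive = only one of the two criteria met; inactive = neither criterion met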;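 note: exported cargo escapes ClpAP degradation while cytoplasmic cargo is degraded and loses fluorescence; 0% = median of neutral control wells and 100% = median of NaSCN control wells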
# AddAB inh – less growth of phage-infected E. coli with AddAB; E. coli expressing H. pylori AddAB, absorbance growth; inhibition, % at 11.9 µM; 330,000 compounds, 0.29% hits; AID 435030; in the data active = inhibition above about 12%;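 note: 0% = vehicle wells of infected cells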
# PKA-R1A act – PKA-R1A complex activation | P00514+P68181 | PKA-R1A dissociation, Cy5-IP20 fluorescence polarization; scaled: DMSO 0%, 113 µM cGMP 100% | activation, % at 11.4 µM | 340,000 compounds, 0.083% hits;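 active = percent activation above the mean of all tested compounds plus 3 SD, cut at about 19% in these data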;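 note: higher means more PKAc released from R1A so a rise in polarization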
# Ecoli viability – counter-screen for AddAB inhibitors: E. coli growth inhibition. E. coli V3065 growth, OD600 absorbance, 18 h. AID 449728. 330,000 compounds, 0.27% hits. inhibition, % at 11.9 µM;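 active = inhibition above the campaign's mean inhibition across all tested compounds plus 3 SD, cut at about 9.9% in these data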;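 note: uninfected addAB+ strain grown without phage in ampicillin broth; 0% = DMSO wells and 100% = ciprofloxacin 0.95 µg/ml wells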
# MOR-DOR inv ag – inverse agonist of human OPRM1-OPRD1 heterodimerization; P35372+P41143; cell-based MOR-DOR heterodimer luminescence, inverse agonism; inhibition, % at 9.3 µM; 340,000 compounds, 0.21% hits; AID 504357; in the data active = inhibition above about 22%, passing the limit was not always enough;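 note: 0% = cells with DMSO and 100% = wells without cells with DMSO; values of inactives mirror those of a sister screen read the other way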
# PfHsp90 set2 – reduces growth (ATP signal) of yeast expressing P. falciparum Hsp90; S. cerevisiae expressing PfHsp90, BacTiter-Glo ATP, 48 h; yeast lacking PDR1 and PDR3 efflux regulators; inhibition, % at 9.4 µM; 310,000 compounds, 0.32% hits; AID 504621;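 active = every replicate shows inhibition above about 80%, whatever the replicate mean, limit read from the data; inconclusive = mean inhibition reaches the set limit but some replicate falls short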;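 note: 0% = DMSO neutral controls and 100% = 20 µM radicicol positive controls; yeast relying on Plasmodium falciparum Hsp90 in place of its own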
# phage Ecoli inh – E. coli growth loss with phage present; growth absorbance; inhibition, % at 11.9 µM; 360,000 compounds, 0.26% hits; AID 651602; in the data active = inhibition above about 11%
# * marks the source's active call; other numbers are inactive results; ? = inconclusive; . = not tested or not shown.
# Results follow in this order: PKA-R2B activ	Tat transport	phage Ecoli inh	PKA-R1A act	MOR-DOR ag	AddAB inh	SUMO Mot1 rescue	PfHsp90 set2	HTR5A inv ag	Ecoli viability	MOR-DOR inv ag
- O=C(CN1C(=O)/C(=C/c2cccc(Cl)c2)SC1=S)NC1C=CS(=O)(=O)C1 (centres undefined)
  -4	-6	1.2	3	0.5	2.4	1	-8	-4	0.1	-3
- CC/C(=N\NC(=O)c1ccoc1C)c1ccc(C)o1
  4	-4	2.8	1	-0.5	-2.1	-27	11	-7	-2.8	3
- CC(C)c1nc(N2CCOCC2)c(C#N)c2c1CCCC2
  0	-3	1.8	-12	5.7	0.5	-2	-108	-58	0.4	-35
- CSc1ccccc1C(=O)NCc1ccc(F)cc1
  -2	1	-0.9	0	0.7	4.0	27	3	2	0.9	-5
- CCc1cc(C(c2ccccc2OC)N2CCOCC2)c(NC(=O)c2ccccc2)s1 (centres undefined)
  5	-1	4.2	-10	1.4	3.3	28	-10	-5	2.4	-8
- CCCCOc1ccccc1C1NC(=O)NC(C)=C1C(=O)OCc1ccco1 (centres undefined)
  -4	1	-0.2	3	0.2	1.1	59	7	14	0.9	-1
- COc1cc(OC)c(NC(C)C(=O)N2CCCC2)cc1Cl (centres undefined)
  -15	0	-0.3	-2	2.0	2.5	-2	2	-5	-0.8	-10
- CCOc1ccc(S(=O)(=O)N2CCN(Cc3ccccc3)CC2)cc1
  -9	-2	3.9	-9	3.0	4.6	24	7	0	2.5	-15
- CN1C(=O)C(O)(CC(=O)c2ccc3c(c2)OCO3)c2ccccc21 (centres undefined)
  -10	-11	-0.6	2	-1.3	0.6	10	-4	2	0.2	8
- Cc1cc(C)cc(NC(=O)Nc2ccc3ccccc3n2)c1
  -10	0	1.5	4	-1.9	-2.2	-17	-15	2	0.6	10
- COc1ccccc1NC(=O)c1ccccc1NC(=O)c1cccs1
  -7	10	1.0	-9	4.1	2.3	2	-31	-3	-3.0	-29
- CC(Nc1nc(N2CCCCC2)nc2ccccc12)c1ccccc1 (centres undefined)
  -3	11	5.9	-2	-0.9	4.1	46	-8	18	1.1	4
- COC(=O)c1ccccc1NC(=O)CN1CCN(C23CC4CC(CC(C4)C2)C3)CC1
  3	2	2.0	-8	-0.9	1.5	-12	15	11	0.1	5
- COCCCNC(=O)c1nc2c(nnn2Cc2cc(C)ccc2C)c(=O)[nH]1
  -8	-1	0.1	-2	0.0	-0.1	-13	19	6	-0.2	0
- O=C(CNCCC1=CCCCC1)Nc1ccc(N2CCCCCC2)cc1
  -2	-2	2.6	4	16	0.2	269	6	-2	1.5	-84
- CCOC(=O)N1CCC2(CC1)NCCc1c2[nH]c2ccccc12
  -2	2	0.1	1	-1.2	-1.9	36	8	-24	-0.1	6
- CCN(CC)c1ccc(/C=N/Nc2nn[nH]n2)cc1
  4	-14	-1.8	-7	0.4	-0.4	99	1	-1	1.7	-2
- O=C(Nc1ccc(Cl)c(Cl)c1)OCc1cncs1
  -2	2	3.1	-18	0.3	3.8	11	-19	0	1.6	-2
- Cn1cc(C(=O)N/N=C/C2=C(N3CCOCC3)C(=C\c3ccccc3)/CC2)ccc1=O
  -11	3	1.3	-8	-0.9	1.9	-5	0	9	-0.2	5
- CCN(CC)c1ccc(S(=O)(=O)N(CC)CC)cc1NC(=O)C1CCCC1
  -4	13	2.5	-1	2.7	2.8	-9	-80	-12	-1.7	-14
- O=C(CCn1cncn1)N1CCN(S(=O)(=O)c2ccc(Cl)cc2)CC1
  -4	10	-2.4	-3	0.9	4.9	322	5	22	-2.7	-6
- Cc1cc(C)cc(NC(=O)C2CCN(S(C)(=O)=O)CC2)c1
  6	4	-2.9	-5	-0.4	0.5	3	-22	-11	-1.1	2
- CCn1c(COc2cccc(C)c2C)nnc1SCC(=O)Nc1cc(C)on1
  .	0	4.1	.	.	0.3	-11	15	.	-0.6	.
- CN(Cc1ccc(F)cc1)C(=O)CNC(=O)C1CCCCC1
  2	-2	-0.6	-8	-3.3	0.9	-7	-24	10	-0.2	17
- O=C(N/N=C/c1ccc([N+](=O)[O-])s1)C(O)c1ccccc1 (centres undefined)
  -4	-73	5.2	-6	6.3	1.5	-10	11	6	2.5	-46
- N#CC1=C(SCc2ccccc2)NC(=O)CC1c1ccccc1 (centres undefined)
  4	4	1.4	-2	-1.8	2.4	10	-12	-1	2.5	10
- CN(C)c1ccc(/C=N/NC(=O)C(=O)N2CCCCCC2)cc1
  -2	-2	2.2	-5	-2.5	3.0	-15	14	-13	0.3	13
- CCN1CCN(C(=O)C(=O)c2cn(CC(=O)N3CCCC3)c3ccccc23)CC1
  6	2	2.8	-10	-4.0	3.4	-1	20	11	1.5	21
- CCOc1ccccc1OCCC(=O)Nc1ccc(F)c(Cl)c1
  -12	-5	0.8	9	2.0	3.8	-3	-32	7	0.4	-11
- CCC/C(=N\NC(=O)c1ccccc1C)c1ccccc1
  -12	-3	4.2	-9	0.9	1.9	-9	-10	-16	-1.2	-5
- CCOC(=O)c1oc2c(C)c(O)ccc2c(=O)c1-c1nncn1-c1ccccc1
  -9	-5	0.9	-3	-2.2	3.4	295	-14	-6	3.2	11
- C#Cc1ccc([C@@H]2C=C(C(=O)N3CCOCC3)O[C@H](OCCCCO)C2)cc1
  6	4	1.5	13	0.5	0.4	7	6	-5	-1.2	-3
- COc1ccc(CCNC(=O)CSc2nnc(CNC(=O)c3ccco3)o2)cc1OC
  -5	4	1.6	-3	-3.2	1.6	-3	-9	-8	-0.1	17
- CCC(C)Sc1ccc([C@@H]2[C@@H]3C(=O)N(C)C(=O)[C@@H]3[C@]3(C(=O)OC)CCCCN23)cc1 (some centres undefined)
  -16	16	1.9	-1	7.6	-1.4	-24	10	-18	-1.4	-42
- CN(c1cccc(NC(=O)Cc2ccccc2)c1)S(C)(=O)=O
  8	3	0.2	7	-1.6	-0.8	4	14	-8	-0.4	9
- CN(C)c1[nH]c(=O)c(C#N)c2c1CCN2Cc1ccccc1
  -3	1	3.7	-5	-1.2	0.5	-17	5	-7	0.8	7
- N/C(=N\OC(=O)Nc1ccccc1)c1ncc(C(F)(F)F)cc1Cl
  -7	6	3.1	-9	0.1	2.8	6	-4	-2	0.1	0
- O=C(c1ccc(Cl)c(S(=O)(=O)N2CCCCCC2)c1)N1CCCC(C(F)(F)F)C1 (centres undefined)
  -11	-1	0.2	-3	1.1	1.7	-19	-9	-9	-0.8	-6
- O=C(O)CN1C(=O)/C(=C\c2cc(Br)ccc2OCc2ccccc2F)SC1=S
  -3	9	-0.8	-6	-1.9	-2.4	-6	-11	12	-1.6	10
- CC(=O)c1ccc(NC(=S)N2CCN(S(=O)(=O)c3ccc(F)cc3)CC2)cc1
  -11	4	1.8	9	-4.2	-3.5	6	-33	15	-3.4	14
- CCC1CCCCN1c1ccc([N+](=O)[O-])cc1/C=N/NC(=O)Cn1c2ccccc2c(=O)c2ccccc21 (centres undefined)
  -1	6	2.0	-5	-1.6	4.6	-18	.	-12	-0.3	9
- O=C(Cc1ccccc1)NNC(=O)c1ccc(NC(=O)c2ccccc2)cc1
  0	8	4.4	-2	-1.4	2.0	28	-4	25	-1.8	7
- Cc1ccc(OCCCSc2n[nH]c(N)n2)cc1
  3	8	1.8	-6	-0.6	0.0	1	-9	-12	-2.5	3
- O=C(c1ccco1)N1CCN(C(=O)c2ccc(CS(=O)c3cccc(Cl)c3)o2)CC1 (centres undefined)
  -1	-6	1.4	-6	-0.8	2.9	-6	4	15	-2.9	4
- N#Cc1ccccc1OCC(=O)NCC(c1ccc(F)cc1)N1CCOCC1 (centres undefined)
  1	7	0.9	-2	0.0	1.9	.	17	4	-1.2	0
- CCCc1cc(NC(=O)COC(=O)c2ccc(O)cc2O)n(-c2ccccc2)n1
  -9	1	2.1	1	-1.0	3.4	-17	11	-12	0.3	4
- N#CCCN(C(=O)COC(=O)CCN=C1NS(=O)(=O)c2ccccc21)c1ccc(F)cc1
  -2	-2	4.6	-6	-0.9	2.9	11	4	5	0.8	6
- CC1CC(=O)N(CC(=O)NC2CCCCC2)c2ccccc2S1 (centres undefined)
  -3	1	-0.9	12	-0.4	1.1	-6	-29	-20	-1.8	2
- Cc1cc(C)nc(SCc2nnc(SCC(=O)Nc3cc(C(F)(F)F)ccc3Cl)o2)n1
  -6	-3	-1.7	-2	-0.8	1.6	2	-52	5	-3.0	4
- Cc1cc(F)ccc1NS(=O)(=O)c1c(C)nc2scc(C)n2c1=O
  6	-2	3.3	-4	-3.8	4.4	-2	11	-6	1.1	20
- O=C(N/N=C/c1c[nH]c2ccc(Br)cc12)C1CC1
  -14	-7	2.9	-22	-3.6	1.3	-3	-5	9	-0.2	19
- Cc1nnc(SCC(=O)N2CCN(S(=O)(=O)c3ccc(Cl)cc3)CC2)[nH]c1=O
  -13	2	3.4	-2	-0.8	1.4	-7	6	-4	1.4	4
- CC1Cc2ccccc2N1C(=O)c1ccc2c(c1)nnn2C (centres undefined)
  -3	2	4.2	1	-1.2	-1.2	-14	1	-2	-0.4	6
- O=[N+]([O-])c1ccc(N2CCSCC2)cc1O
  -2	1	3.4	-3	0.3	1.0	50	-10	-9	-0.7	-2
- CCOc1ccccc1NC(=O)c1ccccc1-c1nc(-c2ccccc2)no1
  7	-6	2.9	0	-0.5	1.1	-1	17	-12	0.3	3
- CC(=O)c1cccc(NC(=O)COC(=O)c2cccc(N3C(=O)c4ccccc4C3=O)c2)c1
  -7	-9	3.5	2	-1.0	-0.3	138	9	12	-0.7	6
- COC(=O)c1ccc(COC(=O)c2ccc(SC)cc2OC)cc1
  4	4	4.5	1	1.0	1.5	-1	9	6	-0.2	-7
- CS(=O)(=O)N(CC(=O)NCCSc1ccccn1)c1ccc(F)cc1
  1	-4	4.0	-6	0.8	2.7	11	-9	5	-2.0	-4
- O=S(=O)(NCCc1nc2ccccc2[nH]1)c1ccccc1
  12	-3	0.7	-4	-0.8	.	.	1	9	.	4
- Cc1cc(C(=O)NCc2ccccc2F)cs1
  -10	0	3.5	-18	-2.5	4.1	73	10	-5	1.5	14
- Cc1nn(Cc2ccccc2Cl)c(C)c1NC(=O)c1ccn(C)n1
  -6	?	1.5	-8	0.2	2.3	-30	22	-7	4.6	-1
- COc1ccc(CNC(=O)CSc2ncn[nH]2)cc1
  4	10	3.4	0	-2.3	0.2	-4	-11	1	-0.8	13
- CCOC(=O)C1Cc2c([nH]c3ccccc23)C(C)N1 (centres undefined)
  -6	-7	0.0	-2	-0.6	1.3	-24	11	-7	0.1	3

# Source: PubChem BioAssay (several laboratories)
